PI4K2A inh = blocks human PI4K2A kinase activity; Q9BTU6; purified PI4K2A, ADP-Glo luminescence, 1 h; active compounds read low; activity change, negative = inhibition, % at 76.9 µM; 420,000 compounds, 0.13% hits; AID 1346378; in the data active = activity change below about -50%; inconclusive = mostly about -30% to -49%;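 also: -100% = wells without enzyme as full effect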
Target sequence (Q9BTU6 whole entry, looked up): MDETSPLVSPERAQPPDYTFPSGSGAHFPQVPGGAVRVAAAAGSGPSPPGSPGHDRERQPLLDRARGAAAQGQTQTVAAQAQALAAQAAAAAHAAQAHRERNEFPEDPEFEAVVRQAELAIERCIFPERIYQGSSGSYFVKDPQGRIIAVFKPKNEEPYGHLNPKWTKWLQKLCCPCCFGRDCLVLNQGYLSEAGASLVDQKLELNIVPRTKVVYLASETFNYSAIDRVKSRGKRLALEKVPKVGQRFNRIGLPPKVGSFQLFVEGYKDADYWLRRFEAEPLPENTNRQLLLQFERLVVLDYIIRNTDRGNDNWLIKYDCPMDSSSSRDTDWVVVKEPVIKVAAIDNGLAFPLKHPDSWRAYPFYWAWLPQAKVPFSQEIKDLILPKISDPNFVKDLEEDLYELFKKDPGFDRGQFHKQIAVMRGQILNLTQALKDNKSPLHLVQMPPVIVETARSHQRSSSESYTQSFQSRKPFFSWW
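In this quantitative HTS, ADP production by PI4K2A was quantified luminescently after 1 h at ambient temperature; 100 microM adenosine served as plate-quality control.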
USP1-UAF1 inh = blocks the human USP1/UAF1 deubiquitinase complex. recombinant USP1/UAF1, Ub-Rhodamine cleavage fluorescence. O94782. 390,000 compounds, 0.23% hits. Potency, µM (highest dose often 57.1 µM), for the others: top-dose activity change, negative = inhibition, actives largely listed as inhibitors; also: potency is read from the fitted curve at half-maximal effect; % is scaled to controls: 0 for no effect and ±100 for the full control effect; nearly all actives have a fitted effect of over 60% in size; inactives centre near -12
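USP1/UAF1 complex at 1 nM was preincubated with compound for 15 min at room temperature, then Ub-Rho substrate (150nM final) was added. Fluorescence (480/540 nm) was read kinetically, 6 reads every 60 seconds.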
D2 antagonist = D2 dopamine receptor (human) antagonism. HEK293 TREx D2 cells, calcium flux, dopamine EC80. inhibition, % at 10 µM. 340,000 compounds, 2% hits. AID 485344; in the data active = inhibition above about 30%; also: 0% is about no effect
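Calcium flux kinetic readout in an inducible HEK293 TREx D2 line plated overnight at 30 C. After 180 s compound exposure, an EC80 dopamine challenge follows with another 180 s kinetic read to detect antagonism.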
rTrxR1 inhibitor = inhibitors of rat thioredoxin reductase 1. O89049. recombinant rTrxR1, NADPH fluorescence consumption, selenite substrate. Potency, µM (doses to about 114 µM), without a hit: top-dose activity change, negative = inhibition, most hits filed as inhibitors. 390,000 compounds, 1% hits. AID 588453; also: potency is read from the fitted curve at half-maximal effect; % is scaled to controls: 0 for no effect and ±100 for the full control effect; nearly all actives have a fitted effect of over 65% in size
Target sequence (O89049 whole entry, looked up): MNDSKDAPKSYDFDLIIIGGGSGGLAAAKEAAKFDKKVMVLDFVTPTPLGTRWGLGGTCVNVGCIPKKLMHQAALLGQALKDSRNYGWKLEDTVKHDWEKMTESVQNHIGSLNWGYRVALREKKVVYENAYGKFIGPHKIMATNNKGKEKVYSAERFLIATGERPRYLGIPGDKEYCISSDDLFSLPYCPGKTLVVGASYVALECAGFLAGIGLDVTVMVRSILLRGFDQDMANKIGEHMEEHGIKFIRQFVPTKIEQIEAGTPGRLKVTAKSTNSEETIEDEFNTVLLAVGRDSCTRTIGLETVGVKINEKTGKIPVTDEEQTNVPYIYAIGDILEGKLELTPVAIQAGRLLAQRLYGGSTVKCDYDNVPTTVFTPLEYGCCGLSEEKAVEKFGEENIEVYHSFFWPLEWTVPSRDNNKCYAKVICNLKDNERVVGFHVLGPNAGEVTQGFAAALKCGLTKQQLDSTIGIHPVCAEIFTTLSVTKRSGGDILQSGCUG
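Rat TrxR1 (90 nM in the dispensed reagent) was pre-reduced with 400 uM NADPH for 5 min at room temperature, then incubated with compound for 15 min. After 400 uM selenite was added, NADPH fluorescence (Ex 340/Em 450 nm) was followed for 8 min.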
TRHR enhancer = allosteric enhancers of human TRH receptor | P34981 | TRHR cells, fluo-8 calcium fluorescence, EC20 TRH enhancement | enhancement, % at 2 µM | 360,000 compounds, 0.66% hits; in the data active = enhancement above about 30%; also: 0% is about no effect
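TRHR-expressing cells loaded with fluo-8 calcium dye were read kinetically (ex 480/em 530) during compound addition, then stimulated with an EC20 of TRH (10 nM final). Enhancement of the Gq-mediated intracellular calcium response was scored.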
TRHR agonist = TRH receptor (human) agonism; P34981; TRHR cells, calcium flux fluo-8, FDSS agonist mode; activation, % at 2 µM; 360,000 compounds, 0.18% hits; AID 493084; in the data active = activation above about 30%; also: 0% is about no effect
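Read-out: compound-evoked intracellular calcium rise in TRHR cells, fluo-8 dye, kinetic FDSS fluorescence at 1 s/cycle following a 10-cycle baseline. Cells cultured overnight before dye loading (30 min–1.5 h, RT).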
TrxR1 substrate = substrates of rat thioredoxin reductase 1; Potency, µM (highest dose often 114 µM), inactives show top-dose activity change, negative = substrate turnover; AID 588456; purified TrxR1 substrate turnover, NADPH consumption readout; 390,000 compounds, 0.01% hits; O89049; also: potency is read from the fitted curve at half-maximal effect; % is scaled to controls: 0 for no effect and ±100 for the full control effect; nearly all actives have a fitted effect of over 50% in size
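Rat TrxR1, dispensed at 90 nM, was prereduced with 400 uM NADPH (final) for 5 min at ~22 deg C, then incubated with compound 15 min before 400 uM selenite. A first-read NADPH fluorescence drop versus no-compound background flagged substrates.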
IDH1 R132H inh = blocks human mutant IDH1 R132H enzyme. IDH1-R132H enzyme, NADPH consumption, diaphorase/resazurin fluorescence. Potency, µM (highest dose often 76.6 µM), inactives show at the highest dose activity change, negative = inhibition, actives largely listed as inhibitors. 390,000 compounds, 0.093% hits; also: potency is read from the fitted curve at half-maximal effect; % is scaled to controls: 0 for no effect and ±100 for the full control effect; nearly all actives have a fitted effect of over 65% in size
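IDH1-R132H (0.5 ug/mL dispensed) in pH 7.5 Tris buffer was preincubated 30 min with compound, then given a substrate mix of 0.016 mM NADPH and 2 mM alpha-KG for 80 min at room temperature; remaining NADPH was read by diaphorase/resazurin fluorescence.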
D2 agonist = agonists of human D2 dopamine receptor | 340,000 compounds, 0.53% hits | AID 485358 | P14416 | activation, % at 2 µM | HEK293 T-REx D2 cells, calcium flux agonist mode;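 active = activation over 3 SD above normal in the single-dose calcium agonist read, cut at about 30% in these data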; also: 0% is about no effect
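Agonism is scored from calcium flux in a force-coupled, inducible HEK293 cell line expressing D2, read kinetically for 180 s after compound addition against dopamine controls.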
Numbers without * were called inactive; ? = inconclusive; . = no result given; [ ] = another dose, or the depositor's remark. Unless noted, calls follow the shape of the dose curve; as a rule, active = well fitted inhibition curve with a large enough effect; inconclusive = small, poorly fitted or top-dose-only effect; inactive = no such curve, though single readings can be large or run the other way.

SMILES	PI4K2A inh	USP1-UAF1 inh	D2 antagonist	rTrxR1 inhibitor	TRHR enhancer	TRHR agonist	TrxR1 substrate	IDH1 R132H inh	D2 agonist
Nc1nnc(Cc2ccc(F)cc2)s1	4	-20%	-12	29%	4	0.3	2%	9%	0.3
Cc1cc(NC(=O)CSc2nnc(C3CC3)n2C)no1	5	-5%	-20	11%	-1	0.4	0%	7%	0.8
CCN(C(=O)COC(=O)CNC(=O)c1ccc(C)c(C)c1)C1CCS(=O)(=O)C1 (centres undefined)	-2	-16%	3	1%	4	0.5	2%	-14%	0.2
CCN1C(=O)c2ccc(C(=O)Nc3ccc(O)cc3C)cc2C1=O	-1	-9%	0	2%	3	-0.9	-5%	0%	-1.2
CCc1cccc(C)c1NC(=O)CN1C(=O)NC(C)(CCC(C)C)C1=O (centres undefined)	1	-11%	.	15%[57.1 µM]	.	.	10%[57.1 µM]	-4%	.
Cn1c(=O)c2[nH]c(C3CC=CCC3)nc2n(C)c1=O (centres undefined)	-6	-2%	.	4%	.	.	-1%	3%	.
Cn1c(=O)[nH]c(=O)c2c1nc(SCc1ccccc1Cl)n2CC(N)=O	.	.	7	.	-10	0.5	.	.	1.5
O=C(O)c1cc(O)ccc1N=Nc1ccccc1	0	-23%	3	-7%[2.29 µM]	-4	-0.4	-4%[2.29 µM]	-4%	-0.4
COc1ccc2[nH]c3c(c2c1)CCN1C(=O)C(CC(=O)NCc2ccc(OC)c(OC)c2)C[C@H](C(=O)N2CCOCC2)[C@@]31CCC1CCCC1 (some centres undefined)	-1	-27%	.	-13%	.	.	-11%	?	.
O=S(=O)(Nc1ccc2ccccc2n1)c1ccccc1	-3	-15%	.	7%	0	0.3	9%	0%	.
COc1cccc(N(C(=O)c2ccco2)C(C(=O)NC2CCCC2)c2ccc(N(C)C)cc2)c1 (centres undefined)	4	-16%	-12	-6%	-8	-0.7	-9%	-2%	0.6
COc1ccc(C(=O)CN2C(=O)c3ccccc3C2=O)cc1	1	-17%	6	12%[57.1 µM]	-1	-1.5	0%[57.1 µM]	8%	-1.4

Next part; it opens with the 6 that closed the last part.
SMILES	PI4K2A inh	USP1-UAF1 inh	D2 antagonist	rTrxR1 inhibitor	TRHR enhancer	TRHR agonist	TrxR1 substrate	IDH1 R132H inh	D2 agonist
Cn1c(=O)[nH]c(=O)c2c1nc(SCc1ccccc1Cl)n2CC(N)=O	.	.	7	.	-10	0.5	.	.	1.5
O=C(O)c1cc(O)ccc1N=Nc1ccccc1	0	-23%	3	-7%[2.29 µM]	-4	-0.4	-4%[2.29 µM]	-4%	-0.4
COc1ccc2[nH]c3c(c2c1)CCN1C(=O)C(CC(=O)NCc2ccc(OC)c(OC)c2)C[C@H](C(=O)N2CCOCC2)[C@@]31CCC1CCCC1 (some centres undefined)	-1	-27%	.	-13%	.	.	-11%	?	.
O=S(=O)(Nc1ccc2ccccc2n1)c1ccccc1	-3	-15%	.	7%	0	0.3	9%	0%	.
COc1cccc(N(C(=O)c2ccco2)C(C(=O)NC2CCCC2)c2ccc(N(C)C)cc2)c1 (centres undefined)	4	-16%	-12	-6%	-8	-0.7	-9%	-2%	0.6
COc1ccc(C(=O)CN2C(=O)c3ccccc3C2=O)cc1	1	-17%	6	12%[57.1 µM]	-1	-1.5	0%[57.1 µM]	8%	-1.4
CN(CC(=O)Nc1ccc(F)cc1)C(=O)C1Cc2ccccc2CN1S(C)(=O)=O (centres undefined)	3	-17%	-5	6%	-3	-0.2	0%	5%	0.4
N#C/C(C(=O)N1CCOCC1)=C1/SC(Cc2ccc(F)cc2)C(=O)N1c1ccccc1 (centres undefined)	5	-2%	-11	21%[57.1 µM]	1	0.9	-4%[57.1 µM]	7%	1.4
Cn1nc(C(=O)OCC(=O)N(Cc2ccccc2)C(C)(C)C)c2ccccc2c1=O	3	-7%	-17	5%	3	-0.6	-3%	12%	-0.9
C#CCN(C(=O)c1cc(COc2cccc(C(F)(F)F)c2)on1)C1CCCCC1	2	?	19	12%	-6	2.4	-5%	2%	-0.1
Cc1nn2c(C)c(C(=O)NCc3cccc(Br)c3)cnc2c1-c1ccccc1	-4	-5%	.	19%[57.1 µM]	1	0.5	4%[57.1 µM]	-4%	.
CCc1nc2nc(C)c(NS(=O)(=O)c3ccc(CC(C)C)cc3)c(=O)n2[nH]1	0	-3%	-16	-1%[57.1 µM]	0	2.5	-1%[57.1 µM]	6%	-0.8
CC(C)NC(=S)N/N=C1\CCCc2ccccc21	5	-8%	2	-10%	-3	-0.5	-4%	1%	2.3
COc1ccc(NC(=O)CSc2nc3c(c(=O)n2-c2ccccc2)SCC3)c(OC)c1	1	-17%	24	-16%[57.1 µM]	-5	-0.3	-15%[57.1 µM]	6%	0.4
O=C(COc1cccc(Cl)c1)NCC(c1cccs1)N1CCOCC1 (centres undefined)	-1	-15%	.	16%	4	-1.1	8%	14%	.
CCC(C)C(=O)Nc1nnc(SCC(=O)NC2CCCC2)s1 (centres undefined)	-5	-16%	-1	27%	6	0.6	10%	5%	0.0
O=[N+]([O-])c1c(NCCCO)cc(N2CCN(Cc3ccc4c(c3)OCO4)CC2)c2nonc12	-4	-28%	-1	-11%	-7	0.6	-9%	0%	5.2
COc1ccc(S(=O)(=O)N2CCC(N3CCN(Cc4ccccc4)CC3)CC2)cc1	0	-25%	74*	8%	31*	0.1	4%	-8%	77*
Cc1cccc(OCCOC(=O)CN2C(=O)NC3(CCCC3)C2=O)c1	-5	-2%	14	-4%	6	-0.9	-11%	0%	-0.9
CCOC(=O)c1ccc(NC(=O)c2ccc3c(c2)OCO3)cc1	-1	-13%	4	10%	7	-0.2	-3%	2%	0.0
O=C(CCl)c1ccc2[nH]c(=O)oc2c1	-4	-1%	-2	-20%	-1	0.3	-7%	3%	0.0
CCc1cccc2c(C(=O)COC(=O)c3nccnc3N)c[nH]c12	-3	-4%	4	8%	6	0.5	24%	1%	0.9
CC(c1cccs1)N(Cc1ccco1)C(=S)Nc1ccc(F)c(Cl)c1 (centres undefined)	1	-14%	5	23%	5	-0.1	2%	24%	-0.6
Nc1cc(N)nc(SCc2ccc(Cl)cc2)n1	8	-1%	0	10%[57.1 µM]	-14	0.7	2%[57.1 µM]	11%	0.1
CCCCCc1nc2sc3c(c2c(=O)n1N)CCC3	8	-18%	5	2%[57.1 µM]	-1	-0.2	11%[57.1 µM]	-1%	0.5
O=C(Nc1cccnc1)c1cc2c(ccc3ccccc32)o1	3	-14%	-21	12%[0.457 µM]	2	0.0	25%	-2%	-0.4
Cc1cc(O)c(C(c2ccccc2)N2CCN(c3ccccc3)CC2)c(=O)n1Cc1ccco1 (centres undefined)	0	?	.	?	4	0.3	4%[57.1 µM]	0%	.
COc1ccc(OC)c(NC(=O)c2cc3cc(C)ccc3n2C)c1	0	?	.	15%	-3	0.0	24%	3%	-0.4
O=C(CN1C(=O)COc2ccc(S(=O)(=O)N3CCCC3)cc21)N1CCN(c2cccc(C(F)(F)F)c2)CC1	-5	-26%	.	-1%	-2	0.0	-9%	-9%	.
CC(=O)CCc1ccc(OCCCOc2cccc3cccnc23)cc1	0	-17%	1	22%	10	0.3	-2%	-4%	-0.9
Cc1ccc(C(O)(C(=O)NNc2ccccn2)c2ccc(C)cc2)cc1	2	-23%	-6	23%[57.1 µM]	0	-0.9	0%[57.1 µM]	1%	0.3
COC(=O)C1=C(SC)N(c2ccccc2)C(c2ccccc2)CC1=O (centres undefined)	1	2%	.	-3%	6	-1.5	-4%	1%	.
CC(C)(C)C1COc2ccccc2N1C(=O)c1ccccc1Cl (centres undefined)	3	?	-4	-9%	1	6.5	-10%	20%	2.1
COc1cccc(NC(=O)Nc2nnc(N3C(C)CCCC3C)s2)c1 (centres undefined)	-1	-20%	1	10%	3	0.1	-2%	6%	-0.8
Cn1c(CC(=O)Nc2ccc(Cl)c(Cl)c2)nnc1SCC(=O)NCc1ccccc1	2	-13%	-5	24%[57.1 µM]	16	-1.5	1%[57.1 µM]	11%	0.6
CCC1CC(=O)CCN1S(=O)(=O)c1ccc(C)cc1 (centres undefined)	0	-15%	.	0%	.	.	6%	-2%	.
O=C(CCC1CCCN(C(=O)COc2ccccc2)C1)N1CCN(c2ccccn2)CC1 (centres undefined)	16	-20%	-9	17%	-5	-2.2	14%	-1%	0.8
CCOc1cccc(-c2c(C(=O)N/N=C(\C)c3cccs3)nnn2-c2nonc2N)c1	-2	-13%	16	10%	24	4.9	-3%	6%	18
O=C(OCC(=O)N1CCN(c2ccccc2)CC1)c1ccc(O)cc1O	-1	-27%	2	6%	-3	-0.8	-1%	0%	-0.8
Cc1cccc2cc3c(NC(=O)C(C)(C)C)nn(CC(C)C)c3nc12	0	-27%	5	10%	2	-0.4	23%	1%	0.4
O=C1OC(N2C(=O)CC[C@H]2C(=O)NCC2CCCO2)c2ccccc21 (some centres undefined)	3	-12%	0	11%	0	0.3	6%	-5%	0.3
COC(=O)Cc1ccc(NC(=S)N2CCCC(CO)C2)cc1 (centres undefined)	-6	-17%	2	-16%	0	0.2	-6%	4%	0.7
CC(C(=O)Nc1ccc(C#N)cc1)N(C)CC(=O)N(C)c1c(N)n(Cc2ccccc2)c(=O)[nH]c1=O (centres undefined)	12	-2%	.	30%	.	.	6%	6%	.
Cc1ccc(N2C(=O)CC(N(O)C3CC(=O)N(c4ccc(C)cc4)C3=O)C2=O)cc1 (centres undefined)	4	-12%	-10	?	-6	-0.9	2%[57.1 µM]	6%	-0.1
O=C(NCCc1ccccc1)c1ccc2c(c1)CCN2S(=O)(=O)c1ccccc1	-3	-6%	.	16%	5	0.6	4%	3%	-0.2
CN(C(=O)c1c[nH]c(=O)cc1C(F)(F)F)c1ccc(Cl)cc1	-5	-19%	17	16%	0	0.2	7%	2%	0.4
O=S(=O)(Nc1cc(S(=O)(=O)N2CCOCC2)ccc1NCC1CCCO1)c1ccccc1F (centres undefined)	-4	-21%	23	-4%	6	0.1	1%	8%	0.3

Source: PubChem (National Center for Advancing Translational Sciences (NCATS))
